S1P3 agonist: agonists of human S1P3 receptor | activation, % at 4.5 µM | AID 373 | S1P3 NFAT-BLA reporter cells, agonism, FRET ratio; relative to 1 µM S1P, basal subtracted | actives 0.1% (n = 60,000);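 active means activation above the screen-wide mean plus 3 SD, cut at about 4.5% in these data, passing the limit was not always enough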; further: some compounds called inactive have numbers as strong as hits
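Measure – % activation relative to 1 µM S1P (100%), per plate · System – stable CHO line with human S1P3, Gα16, NFAT-BLA reporter · Timing – cells plated overnight, compound 4 h 37 °C, substrate 2 h RT · Technique – fluorescent BLA substrate, ex 405 nm, em 460/535 nm ratio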
5HT1E ag: 5-HT1E (human) receptor agonism; CHO 5-HT1E Ga15 NFAT-bla reporter, FRET; 0% DMSO wells, 100% control agonist wells; actives 0.69% (n = 65,000); AID 574; activation, % at 6 µM; P28566;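 active means activation above a set limit, the screen-wide mean activation plus 3 SD, cut at about 8.5% in these data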;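 further: 100% = positive control agonist at 1 µM giving full maximal response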
AP ELISA ortho: alternative pathway complement inhibition, orthogonal assay | actives 0.08% (n = 62,000) | AID 1235 | inhibition, % at 5 µM | Human serum alternative complement pathway, LPS-coated ELISA, C3 deposition; tested in compound mixtures;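 active means inhibition above 30% in each of the two pooled mixtures holding the compound, so the lower value exceeds 30%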;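 further: 0% = serum in Mg-EGTA without compound and 100% = EDTA serum blank; some compounds past the cut are filed as inactive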
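Assay system: human serum alternative complement pathway, C3 deposition on LPS-coated wells; Dosing: 5 µM per compound in ten-compound mixtures; Detection: Anti-C3 ELISA, OD 450 nm; Buffer or medium: Mg2+-EGTA GVB++ buffer containing human serum at 1:15 dilution; Timing: 1 h at 37 °C; Replication: two different pools per compound.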
5-HT1A blocker: 5-HT1a (human) receptor antagonism | CHO 5-HT1a Ga15 NFAT-bla reporter, antagonist mode | actives 0.68% (n = 62,000) | inhibition, % at 10 µM | P08908 | AID 612;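 active means inhibition above the mean of all tested compounds plus 3 SD, cut at about 43% in these data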;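 further: receptor stimulated by 5-CT agonist at 100 nM near EC80; beta-lactamase reporter measured by ratiometric fluorescence of a cleavable substrate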
SF-1 act: activates the human nuclear receptor SF-1. Q13285. CHO-K1 Gal4-SF-1 LBD luciferase reporter; % increase over DMSO SF-1-specific signal. activation, % at 10 µM. actives 1.9% (n = 65,000);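 active means activation above the mean activation of all tested compounds plus 3 SD, cut at about 50% in these data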
Target sequence (Q13285 whole entry, looked up, the tested form may be a part): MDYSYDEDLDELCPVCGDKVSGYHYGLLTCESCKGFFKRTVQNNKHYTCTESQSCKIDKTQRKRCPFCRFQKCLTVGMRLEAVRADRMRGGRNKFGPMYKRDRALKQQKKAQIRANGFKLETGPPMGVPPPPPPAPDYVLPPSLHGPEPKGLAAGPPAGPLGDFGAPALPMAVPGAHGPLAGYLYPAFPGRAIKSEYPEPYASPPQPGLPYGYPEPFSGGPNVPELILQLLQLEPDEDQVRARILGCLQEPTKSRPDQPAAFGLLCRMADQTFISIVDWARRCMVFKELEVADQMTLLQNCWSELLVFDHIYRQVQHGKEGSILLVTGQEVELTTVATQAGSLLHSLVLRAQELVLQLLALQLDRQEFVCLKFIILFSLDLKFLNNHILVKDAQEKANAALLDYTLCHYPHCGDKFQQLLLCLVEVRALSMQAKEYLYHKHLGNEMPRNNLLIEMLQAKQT
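Test system: transient Gal4-SF-1 LBD reporter, CHO-K1; Amount: 4,000 CHO-K1 cells per well; Doses: 10 µM only; Timing: compound exposure 20 h at 37 °C; Signal: luciferase light emission; Read-out basis: percent activation relative to DMSO median and mock-transfected background; Control set: DMSO negative control and −SF1 background wells; Replicates: one test per compound.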
HTR1E antagonist: 5-HT1E (human) receptor antagonism; inhibition, % at 6 µM; CHO 5-HT1E Ga15 NFAT-bla reporter, FRET, antagonist; actives 0.99% (n = 65,000); AID 571; P28566;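 active means inhibition above a set limit, the mean inhibition across every tested compound plus 3 SD, cut at about 29% in these data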;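 further: signal is the 460 over 535 nm emission ratio of beta-lactamase substrate; 0% = agonist plus DMSO wells and 100% = wells without agonist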
tolC growth inh: growth inhibitors of E. coli BW25113 tolC mutant; OD615; AID 573; actives 2.2% (n = 65,000); growth inhibition, % at 10 µM (by protocol);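 active means growth inhibition at or above a cutoff equal to the mean over every tested compound plus 3 SD, cut at about 60% in these data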;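 further: growth measured after 20 h incubation at 37 °C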
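System: E. coli ΔtolC::kan strain BW25113; Buffer or medium: LB broth supplemented with 50 µg/mL kanamycin; Compound: 10 µM final, single dose; Incubation: bacterial growth with compound for 20 h at 37 °C; Signal: A615 absorbance measurement; Evaluation: growth inhibition in percent.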
S1P1 ag pot: activates or potentiates agonism at human S1P1 receptor; activation, % at 9.5 µM; S1P1 CRE-bla cells, forskolin, beta-lactamase FRET, potentiator mode; S1P1 agonist co-added at EC20, 2 nM; 100% = saturating reference agonist, 0% = basal; actives 0.57% (n = 56,000); P21453;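 active means activation above a cutoff set at the mean activation of all tested compounds plus 3 SD, cut at about 54% in these data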;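 further: forskolin at 4 µM as EC80 and the EC20 agonist is SEW2871; 100% = SEW2871 at its EC100 plus forskolin at EC80; some compounds past the cut are filed as inactive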
Target sequence (P21453 whole entry, looked up): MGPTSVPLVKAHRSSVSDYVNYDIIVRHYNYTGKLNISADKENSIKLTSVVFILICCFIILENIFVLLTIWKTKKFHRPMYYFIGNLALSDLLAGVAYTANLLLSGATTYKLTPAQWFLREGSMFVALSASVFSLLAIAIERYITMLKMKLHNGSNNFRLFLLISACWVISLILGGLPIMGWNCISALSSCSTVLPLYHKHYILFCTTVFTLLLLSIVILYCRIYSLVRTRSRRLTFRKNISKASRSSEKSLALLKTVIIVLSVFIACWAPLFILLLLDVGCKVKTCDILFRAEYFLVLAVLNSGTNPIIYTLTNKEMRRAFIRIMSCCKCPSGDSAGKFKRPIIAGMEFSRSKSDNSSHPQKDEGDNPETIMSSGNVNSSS
RORa activator: activators of human nuclear receptor RORA. P35398. CHO-K1 Gal4-RORA LBD luciferase reporter, luminescence; percent increase over mock-subtracted basal signal. activation, % at 10 µM. actives 1.5% (n = 65,000). AID 560;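 active means activation above the mean of all tested compounds plus 3 SD, cut at about 49% in these data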;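 further: 0% = DMSO-treated RORA cells and 100% = added signal equal to DMSO minus mock-transfected cells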
Active calls of the source: *; nt = not tested or not shown. Outcome played no part in choosing rows. Share with any hit: about 7.1%.

SMILES | S1P3 agonist | 5HT1E ag | AP ELISA ortho | 5-HT1A blocker | SF-1 act | HTR1E antagonist | tolC growth inh | S1P1 ag pot | RORa activator
CCOc1ccccc1C(=O)NC1CC2CCCC(C1)N2C1CC1 (centres undefined) | -0.5 | -1.4 | 26 | -1 | -1 | 11 | -12 | -1 | -22
COc1cccc(CNC(=O)C2CCN(S(=O)(=O)c3ccccc3)CC2)c1 | -0.1 | 1.1 | 18 | -5 | -9 | -3 | 1 | 2 | -6
O=C(OCc1nnc(-c2ccccc2)o1)c1ccco1 | 0.1 | -0.4 | 1 | -13 | 2 | 9 | 8 | -9 | -13
CCOC(=O)C1CCN(C(=O)c2ccc(OC)cc2OC)CC1 | 0.9 | 0.9 | 7 | -5 | -5 | -15 | -13 | -16 | -11
Cc1nccn1CC(=O)O | -1.1 | 0.4 | 6 | -5 | 1 | -9 | -18 | -8 | 24
O=C1CC(c2ccccc2)n2nc(NC(=O)c3cccnc3)nc2N1 (centres undefined) | -0.5 | 1.1 | 7 | -4 | 2 | -5 | -16 | 0 | 3
COc1ccc(C(=O)Cn2nnc(-c3ccc(N4CCOCC4)cc3)n2)cc1OC | -0.3 | -0.3 | 13 | -3 | 12 | 8 | 40 | -10 | -4
CN1CCC(NC(=O)c2cccs2)CC1 | -0.9 | 1.2 | -3 | 1 | -2 | 6 | -6 | -10 | 14
COc1cccc(NS(=O)(=O)c2cc(C)sc2C)c1 | -1.0 | 0.5 | 3 | 9 | 13 | 4 | 1 | 10 | -2
COc1ccc(-c2nc3ccccc3s2)cc1O | -0.5 | -0.2 | 13 | -2 | 2 | -9 | 24 | -18 | -13
Cc1cc(/C=N\O)c(C)n1-c1ccncc1 | -0.6 | 0.8 | 11 | nt | -12 | 2 | 17 | 7 | -7
Cc1cc(C(=O)N2CCN(C(=O)C3CCCO3)CC2)no1 (centres undefined) | -0.1 | 0.2 | 1 | 6 | 6 | -16 | 5 | -19 | -9
NC(=O)c1sc2nc(N3CCCCC3)c3c(c2c1N)CCCC3 | -0.7 | 3.8 | -6 | -9 | 6 | -9 | 17 | nt | 2
CC(C)CCNC(=O)Cc1c(C(=O)O)[nH]c2ccc(Cl)cc12 | 0.0 | -0.2 | 11 | -2 | -15 | -2 | 10 | -19 | -26
CC1(C)Cc2c(sc3ncn4nnnc4c23)CO1 | -1.3 | 0.6 | nt | nt | 2 | -7 | 5 | 1 | -20
CCc1nc2ccccc2n1Cc1cc(=O)n2cc(C)ccc2n1 | -0.1 | 1.1 | 4 | -6 | -9 | 5 | -2 | -35 | -24
COc1ccc(N(C)S(=O)(=O)c2c(C)[nH]c(=O)[nH]c2=O)c(OC)c1 | 0.1 | 0.4 | -2 | 0 | 1 | -13 | -17 | -24 | 0
COCCN1C(=O)C(=O)/C(=C(/O)c2ccc(OCC(C)C)cc2)C1c1cccnc1 (centres undefined) | -0.4 | 0.2 | 10 | -14 | 0 | -3 | -6 | -7 | 6
O=S(=O)(Nc1ccc2nc(-c3ccco3)[nH]c2c1)c1ccccc1 | -0.4 | 0.4 | -33 | 9 | 54* | -9 | 15 | 6 | 30
CCOC(=O)c1sc2c(c1C)C(c1cccs1)C1=C(CCCC1=O)N2 (centres undefined) | 1.4 | 5.8 | 3 | -4 | 6 | 6 | 80* | -94 | 17
CCSc1nnc(-c2ccccc2NC(=O)CC)c(=O)[nH]1 | -0.7 | -0.7 | 8 | 2 | -12 | 19 | -23 | 3 | -32
CCOc1ccccc1C(=O)N1CCCCC1C (centres undefined) | -0.3 | -1.3 | 2 | 3 | 3 | -3 | -2 | -14 | -2
CCn1cc(Br)c(C(=O)Nc2ccc(OC)cc2)n1 | -0.7 | -0.8 | 14 | 12 | 33 | 15 | 5 | 5 | 33
Cc1cc(C)cc(OC(=O)N2CCOCC2)c1 | -0.4 | 0.1 | 0 | -8 | 4 | -2 | -9 | 4 | -15
CC(C)NC(=O)C1CC(=O)N(c2ccc(F)c(Cl)c2)C1 (centres undefined) | -0.2 | 1.9 | 9 | -2 | -8 | 5 | -10 | -23 | 4
Cc1c(C(=O)Nc2ccc(F)cc2)oc2ccc(S(=O)(=O)N3CCCC3)cc12 | -0.8 | 2.4 | -2 | -8 | 3 | 3 | -7 | -31 | 19
Cc1ccc(-c2nnc(CSc3nnc4c5c(C)c(C)sc5nc(C(C)C)n34)o2)cc1 | 0.3 | -0.9 | -5 | -4 | -12 | -9 | -5 | -7 | 3
COc1ccc(CC(=O)Nc2ccc(N3CCN(c4ccc(OC)cc4)CC3)c(C#N)c2)cc1 | -2.1 | 3.7 | -7 | 3 | -12 | -8 | 8 | 35 | -9
CCOc1ccc(C(=O)CN2CCN(S(=O)(=O)c3ccc(OC)cc3)CC2)cc1 | -0.2 | -0.3 | 17 | 1 | 1 | -6 | 22 | -19 | -8
CCOC(=O)c1c(N)sc2c(OC)c(Br)ccc12 | -0.9 | 0.0 | 11 | -10 | -22 | -10 | 100* | -30 | 3

Full records, quoted from the list. Screens in order: S1P3 agonist, 5HT1E ag, AP ELISA ortho, 5-HT1A blocker, SF-1 act, HTR1E antagonist, tolC growth inh, S1P1 ag pot, RORa activator
Results for `CCSc1nnc(-c2ccccc2NC(=O)CC)c(=O)[nH]1` → -0.7, -0.7, 8, 2, -12, 19, -23, 3, -32
Results for `CCOC(=O)c1c(N)sc2c(OC)c(Br)ccc12` → -0.9, 0.0, 11, -10, -22, -10, 100*, -30, 3

Next section
SMILES | S1P3 agonist | 5HT1E ag | AP ELISA ortho | 5-HT1A blocker | SF-1 act | HTR1E antagonist | tolC growth inh | S1P1 ag pot | RORa activator
CCCc1[nH]nc2c1C(/C(C)=C/c1ccccc1)C(C#N)=C(N)O2 (centres undefined) | -1.1 | 0.6 | 14 | 6 | -2 | -6 | 24 | -14 | -13
O=C1CC(Nc2ccc(N3CCOCC3)cc2)C(=O)N1Cc1ccccc1 (centres undefined) | -0.7 | -0.7 | nt | -18 | 4 | -1 | -8 | nt | -11
C=CC(=C)CC(NC)c1ccccc1 (centres undefined) | -0.3 | 0.4 | 8 | -2 | 11 | 13 | -15 | -11 | -28
Cc1cn2c(-c3ccncc3)nnc2s1 | -4.1 | -0.8 | -3 | nt | 9 | 0 | -1 | 2 | 7
O=C(Nc1ccc(N2CCOCC2)cc1)c1ccc2nc(-c3ccco3)c(-c3ccco3)nc2c1 | -0.9 | 1.6 | 11 | -2 | -25 | 22 | -10 | nt | -3
COc1ccc2[nH]c3c(c2c1)CN(C)CC3 | -0.6 | 1.3 | 10 | 7 | 0 | 29* | -10 | 15 | 25
Cc1ccc2nsnc2c1S(=O)(=O)Nc1cccc2nsnc12 | -1.5 | 0.0 | 9 | 14 | 3 | 1 | 9 | 19 | 4
Cc1ccc(S(=O)(=O)N2CCN(C(=O)CN3C(=O)NC4(CCOc5ccccc54)C3=O)CC2)cc1 (centres undefined) | 1.2 | 0.3 | -7 | -7 | 18 | -6 | -3 | 12 | 8
COc1ccc(N(CC(=O)Nc2ccc(F)c(Cl)c2)S(=O)(=O)c2c(C)noc2C)cc1 | -0.7 | -0.7 | 13 | 17 | 1 | 5 | -23 | -9 | -18
OCCNCCCCCOc1ccc(F)cc1 | 0.0 | -0.1 | 14 | 1 | -9 | -12 | -6 | -11 | 5
Cn1c(=O)c2nc(-c3ccc(Cl)cc3Cl)oc2c2ccccc21 | -0.3 | 1.5 | 10 | -15 | 13 | -6 | 10 | 5 | 0
CC(C)OC(=O)CSc1nnc2n1C(C)(C)Cc1ccccc1-2 | 0.6 | 0.8 | -3 | -1 | -6 | 3 | -5 | 0 | -11
CCOC(=O)Cc1c(C)c2ccc(N(CC)CC)cc2oc1=O | 2.8 | 6.9 | 2 | -27 | 11 | -2 | 17 | -25 | 5
C=CCOc1ccccc1CN1CCSCC1 | -0.8 | 0.0 | 15 | 3 | -2 | 16 | -6 | -3 | 3
CCN(c1ccc(OC)cc1)S(=O)(=O)c1ccc2c(c1)CCN2C(=O)CCC(=O)O | -0.2 | -0.6 | 10 | 1 | 7 | -3 | 2 | -8 | -21
O=C1CCC(C(=O)Nc2cccc3ccccc23)N1 (centres undefined) | -1.3 | -1.8 | -1 | 2 | -3 | -6 | -4 | 1 | -20
O=c1[nH]c(=O)n(C2CCCO2)cc1Br (centres undefined) | -0.6 | 0.7 | 8 | 2 | 0 | -4 | -15 | nt | -5
Cc1oc(-c2cccc(Cl)c2)nc1CN1CCC(C(=O)N2CCN(c3ccccn3)CC2)CC1 | 0.1 | 0.1 | 5 | -5 | 20 | 0 | -5 | -11 | 15
CCOc1cc(CNc2ccccc2SC)ccc1O | -0.6 | 1.7 | -2 | 2 | -10 | 3 | 0 | 4 | 0
COCCNC(=O)C(c1ccco1)N(C(=O)Cn1nnc2ccccc21)c1ccccc1C (centres undefined) | -0.1 | -1.0 | 11 | 1 | 14 | -4 | -10 | -5 | -30
CCn1c(SCc2cccc(C(=O)O)c2)nnc1-c1ccccc1 | -0.4 | 0.2 | 11 | 3 | 8 | -13 | -3 | 0 | 12
C=CCn1c(SC(C)C(=O)NC2(C#N)CCCCC2)nnc1-c1ccc(OC)cc1 (centres undefined) | nt | -1.3 | 0 | 1 | 5 | -10 | 1 | nt | -7
c1cncc(-c2nc3cc(Cc4ccc5oc(-c6cccnc6)nc5c4)ccc3o2)c1 | -0.8 | 0.1 | -6 | 5 | 2 | 1 | -3 | 3 | -14
O=C(CCNS(=O)(=O)c1cccc2nsnc12)N1CC(=O)N(CCc2ccccc2)C(=O)C1 | -0.2 | -0.2 | -1 | 6 | -3 | -2 | 10 | 0 | -3
O=C(c1cc2c(=O)oc3ccccc3c2s1)N1CCN(c2ccccn2)CC1 | nt | 0.1 | -1 | -16 | 1 | -2 | 22 | nt | -6
O=C(CSCc1ccc(Cl)cc1)c1ccco1 | nt | -0.5 | -3 | 2 | 19 | 0 | 7 | nt | -5
COc1ccccc1NC(=O)CSc1nnc(C2CCCCC2)n1C | -1.2 | 0.7 | 3 | 3 | 7 | -4 | 5 | nt | -2
COc1ccc(-c2nc(CS(=O)CC(=O)N3CCCC3)c(C)o2)cc1 (centres undefined) | 0.3 | 0.4 | -2 | -3 | -3 | 10 | -17 | -14 | 6

Screening data from PubChem.
